Assay outcomes deposited in PubChem BioAssay by several laboratories.
FAS-TE inh – blocks the thioesterase domain of human fatty acid synthase | AID 602261 | P49327 | 360,000 tested, 0.67% active | recombinant FAS-TE, OMFH fluorogenic substrate, fluorescence endpoint | inhibition, % at 15 µM;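 active means compounds whose normalised, plate-corrected inhibition of enzyme fluorescence in the single-dose primary screen is 50% or more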;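 further: 0% = DMSO with enzyme and 100% = substrate without enzyme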
bovine MsrA act – activates bovine MsrA enzyme; purified bovine MsrA, absorbance read-out; 360,000 tested, 0.3% active; AID 602163; activation, % at 10.6 µM; in the data active means activation above about 7.5%;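 further: 0% = vehicle and 100% = reference activator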
TbMetRS inhib – blocks T. brucei methionyl-tRNA synthetase activity; purified T. brucei MetRS, ATP depletion, Kinase-Glo luminescence; inhibition, % at 11.9 µM; 360,000 tested, 0.4% active; AID 624268;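 active means inhibition above a per-plate cutoff of the control wells' mean inhibition plus 3 SD, cut at about 5.5% in these data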;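 further: 0% = DMSO wells median and 100% = median of wells with control inhibitor compound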
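Test system – parasite MetRS enzyme · Reagent – substrates ATP, L-methionine and bulk Escherichia coli tRNA · Doses – 11.9 µM compound single dose, 0.9% DMSO · Times – 15 min enzyme-compound preincubation, 2 h reaction, 10 min detection, 25 °C · Signal – Kinase-Glo luminescence, ATP depletion format · Controls – DMSO-only wells as low control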
MsrA inhibitor – bovine MsrA inhibition; 360,000 tested, 0.75% active; inhibition, % at 15.5 µM; purified bovine MsrA, absorbance read-out; in the data active means inhibition above about 4.5%;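 further: 0% = vehicle wells with enzyme and 100% = reference inhibitor wells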
eLon inh – E. coli protease La inhibition. purified E. coli Lon protease, fluorescence polarization. 360,000 tested, 0.42% active. inhibition, % at 7.94 µM; in the data active means inhibition above about 13%, passing the limit was not always enough;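 further: 0% = enzyme with probe and DMSO and 100% = no enzyme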
SKN-1 inh – inhibitors of C. elegans SKN-1; inhibition, % at 21.8 µM; 360,000 tested, 0.49% active; C. elegans VP596 Pgst-4::GFP/RFP ratio, acrylamide-induced, 24 h; AID 624304;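 active means interference check ratio from 0.5 to 1.5 plus GFP to RFP signal ratio inhibition reaching or exceeding a fixed threshold, cut at about 30% in these data, passing the limit was not always enough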; further: some compounds called inactive have numbers as strong as hits
CendR NRP1 mod – alters CendR peptide binding to human NRP-1; O14786; FAM-RPARPAR peptide binding to NRP-1, fluorescence polarization; inhibition, % at 25 µM; 360,000 tested, 0.85% active; AID 602438;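 active means inhibition or corrected inhibition above about 18%, plus a signal ratio from 0.5 to 1.5, limit read from the data, passing the limit was not always enough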; further: strong numbers were not always called active
MT1-MMP act inh – MT1-MMP (human) activation inhibition; HT1080 RFP-PRO-GFP cells, GFP/RFP ratio fluorescence, overnight; percent of plate control window, DMSO zero; GFP/RFP ratio change, % at 20 µM; 360,000 tested, 0.061% active; AID 651647;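 active means GFP/RFP ratio change of at least 30% with cell ATP level not reduced by more than half and red fluorescence within 50% of control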; further: strong numbers were not always called active
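Assay system: HT1080 cells carrying an RFP-PRO-GFP reporter | Dosing: Single dose of 20 µM compound, 1% DMSO final | Incubation: Cells overnight before dosing, compound overnight, 37 °C, 5% CO2 | Evaluation: GFP/RFP fluorescence ratio | Control set: DMSO and RFP-L50D-GFP cell wells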
PABP1 MLLE inh – inhibitors of microRNA-mediated deadenylation, human PABP1 MLLE binding; GST-MLLE / FITC-PAM2 fluorescence polarization; inhibition, % at 20 µM; P11940; AID 588489; 360,000 tested, 0.36% active; in the data active means inhibition above about 35%, passing the limit was not always enough;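 further: plate controls were DMSO wells with GST-MLLE for no effect and wells lacking GST-MLLE protein for full effect; some results filed as inactive read as strong as hits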
Target sequence (P11940 whole entry, looked up): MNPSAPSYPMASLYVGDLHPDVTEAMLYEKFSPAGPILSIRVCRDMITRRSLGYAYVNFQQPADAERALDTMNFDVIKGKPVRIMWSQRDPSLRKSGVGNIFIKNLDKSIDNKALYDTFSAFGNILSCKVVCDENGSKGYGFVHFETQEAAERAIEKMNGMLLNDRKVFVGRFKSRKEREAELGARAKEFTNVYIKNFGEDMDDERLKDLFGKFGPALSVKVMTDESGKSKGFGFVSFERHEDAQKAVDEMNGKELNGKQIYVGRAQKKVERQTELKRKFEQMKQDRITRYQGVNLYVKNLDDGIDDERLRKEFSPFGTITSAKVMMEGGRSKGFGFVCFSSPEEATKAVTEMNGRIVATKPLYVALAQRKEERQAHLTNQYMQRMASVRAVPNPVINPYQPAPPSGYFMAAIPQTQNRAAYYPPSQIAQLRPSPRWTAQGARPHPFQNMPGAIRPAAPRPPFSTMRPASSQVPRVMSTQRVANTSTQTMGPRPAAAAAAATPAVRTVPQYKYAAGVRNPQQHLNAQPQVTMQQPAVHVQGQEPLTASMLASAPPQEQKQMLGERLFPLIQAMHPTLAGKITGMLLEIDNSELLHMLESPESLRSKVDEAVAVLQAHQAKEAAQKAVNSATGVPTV
The depositor's hits bear a star; x = no result given.

molecule	FAS-TE inh	bovine MsrA act	TbMetRS inhib	MsrA inhibitor	eLon inh	SKN-1 inh	CendR NRP1 mod	MT1-MMP act inh	PABP1 MLLE inh
CCC(C)NC(=O)c1cnn2c(C)c3c(nc12)CCCC3 (stereo not given)	3	-3	-0.6	1.1	10	2	-2	-2	12
O=C(NC1CCCCCCC1)c1ccc2c(c1)OCO2	2	-1	1.0	0.0	-7	-23	10	2	-7
CC(C)(C)c1nc[nH]c(=O)c1Br	-11	-4	0.1	0.5	-10	22	3	0	-11
CCc1c(C)nc2ncnn2c1NC1CCCc2ccccc21 (stereo not given)	2	-1	1.4	-0.4	-5	-1	4	-10	10
CCOc1ccc(/C=C2/Sc3ccc(C(=O)N4CCOCC4)cc3N(C)C2=O)cc1OC	-1	-3	-0.4	2.5	4	7	6	2	22
O=C(NC1CCCc2c1cnn2-c1ccccc1F)c1ccccn1 (stereo not given)	-5	-3	-0.1	0.6	-8	16	4	7	-6
CCCCc1ccc(NC(=S)N2CCN(C(=O)c3ccco3)CC2)cc1	5	-7	-0.9	-0.1	10	-21	3	0	-126
CC(C)n1cc(/C=N/Nc2ccc(C(=O)O)cc2)c2ccccc21	6	-2	-0.5	5.5*	4	2	-7	5	15
CCOc1ccccc1CN1CCN(S(C)(=O)=O)CC1	-3	-1	0.7	1.7	0	-1	1	-1	-7
O=C1CCC(=O)N1CCC(c1ccc(F)cc1)c1ccco1 (stereo not given)	-5	-3	-0.2	0.7	2	6	-3	-3	11
Cc1c(Cl)cccc1N1C(=O)CC(Sc2ccccc2N)C1=O (stereo not given)	-4	-1	-0.3	0.1	3	-10	1	2	6
COc1ccc(CCNC(=O)CN2C(=O)COc3ccc(S(=O)(=O)N4CCCC4)cc32)cc1OC	-6	-2	-0.4	-0.4	-10	2	-2	5	12
Cn1c(SCCN2CCCC2)nnc1C1CCN(S(=O)(=O)c2ccc(F)cc2)CC1	-2	-2	-0.2	0.9	-2	-9	9	-2	-3
Cc1cc(NC(=O)CCOc2ccccc2)no1	-11	-4	-0.3	-0.5	2	-12	1	-4	18
CC(OC(=O)c1cc(S(=O)(=O)N2CCOCC2)ccc1F)C(=O)NCc1ccc2c(c1)OCO2 (stereo not given)	-7	-5	-0.5	0.9	-2	4	-1	0	4
CCOc1cccc(/C=C/c2ccc3ccccc3n2)c1OC(C)=O	21	-3	-0.3	0.3	-1	-4	3	0	17
Cc1nc2ccc(NS(=O)(=O)c3c(C)c(C)cc(C)c3C)cc2s1	5	1	-0.1	-1.1	-9	-3	-11	-9	0
COc1cccc(C(=O)O/N=C/c2ccc(Sc3ccc(C)cc3)nc2)c1	-5	-11	-1.4	-0.2	-10	-16	-4	-3	4
OC[C@@H]1CN(Cc2cccs2)C[C@H](n2cnc3c(N4CCN(c5ccccc5)CC4)ncnc32)O1	2	-2	-0.2	-1.4	-5	11	-9	0	-16
Cc1noc(C)c1S(=O)(=O)NC(=O)C1(C)CCN1C(=O)CC(c1ccccc1)c1ccccc1 (stereo not given)	-9	-1	-0.3	-0.6	2	20	3	-1	6
COc1ccc(-c2nnco2)cc1OC	-6	-10	-1.1	-0.9	-3	-19	2	2	-3
O=[N+]([O-])c1ccc(Sc2cccc3cccnc23)c2cccnc12	18	-2	0.1	0.2	0	-2	24	-4	-8
O=C(Nc1ccccc1)OCC1CCCO1 (stereo not given)	-4	-7	-0.8	0.5	4	12	1	-2	-5
Cn1cc(-c2coc3c(C(=O)NCc4ccco4)cccc23)cn1	-7	-3	-0.1	x	-2	15	-3	4	3
COC(=O)c1ccccc1NC(=O)N1CCN(S(=O)(=O)c2ccc(Cl)cc2)CC1	26	1	-0.3	0.5	4	-5	3	3	2
Cc1ccc(NC(=S)NC(=O)/C=C/c2ccc(Cl)cc2)cc1	-6	-3	0.1	0.5	8	4	-5	3	12
CCOc1ccc(S(=O)(=O)NCc2ccc3c(c2)OCO3)cc1C(=O)O	-7	-2	-0.2	1.4	0	11	-6	0	6
Cc1cc(C)cc(Nc2c3c(nc4ncnn24)CCC3)c1	6	-4	-0.3	2.1	8	-2	15	1	6
CC1CCCCC1n1c(=S)[nH]c2ccccc2c1=O (stereo not given)	19	1	0.9	0.6	-4	7	16	2	-23
COn1c(-c2ccc(C)cc2)nc2ncccc21	-4	-5	-0.6	0.3	-21	-7	-31	-3	-12

Sorted by number of heavy atoms (descending): 15 of the compounds above.
molecule	FAS-TE inh	bovine MsrA act	TbMetRS inhib	MsrA inhibitor	eLon inh	SKN-1 inh	CendR NRP1 mod	MT1-MMP act inh	PABP1 MLLE inh
COc1ccc(CCNC(=O)CN2C(=O)COc3ccc(S(=O)(=O)N4CCCC4)cc32)cc1OC	-6	-2	-0.4	-0.4	-10	2	-2	5	12
Cc1noc(C)c1S(=O)(=O)NC(=O)C1(C)CCN1C(=O)CC(c1ccccc1)c1ccccc1 (stereo not given)	-9	-1	-0.3	-0.6	2	20	3	-1	6
CCOc1ccc(/C=C2/Sc3ccc(C(=O)N4CCOCC4)cc3N(C)C2=O)cc1OC	-1	-3	-0.4	2.5	4	7	6	2	22
Cn1c(SCCN2CCCC2)nnc1C1CCN(S(=O)(=O)c2ccc(F)cc2)CC1	-2	-2	-0.2	0.9	-2	-9	9	-2	-3
COc1cccc(C(=O)O/N=C/c2ccc(Sc3ccc(C)cc3)nc2)c1	-5	-11	-1.4	-0.2	-10	-16	-4	-3	4
CCOc1ccc(S(=O)(=O)NCc2ccc3c(c2)OCO3)cc1C(=O)O	-7	-2	-0.2	1.4	0	11	-6	0	6
CCOc1cccc(/C=C/c2ccc3ccccc3n2)c1OC(C)=O	21	-3	-0.3	0.3	-1	-4	3	0	17
CC(C)n1cc(/C=N/Nc2ccc(C(=O)O)cc2)c2ccccc21	6	-2	-0.5	5.5*	4	2	-7	5	15
Cc1c(Cl)cccc1N1C(=O)CC(Sc2ccccc2N)C1=O (stereo not given)	-4	-1	-0.3	0.1	3	-10	1	2	6
Cc1ccc(NC(=S)NC(=O)/C=C/c2ccc(Cl)cc2)cc1	-6	-3	0.1	0.5	8	4	-5	3	12
CCC(C)NC(=O)c1cnn2c(C)c3c(nc12)CCCC3 (stereo not given)	3	-3	-0.6	1.1	10	2	-2	-2	12
O=C(NC1CCCCCCC1)c1ccc2c(c1)OCO2	2	-1	1.0	0.0	-7	-23	10	2	-7
COn1c(-c2ccc(C)cc2)nc2ncccc21	-4	-5	-0.6	0.3	-21	-7	-31	-3	-12
O=C(Nc1ccccc1)OCC1CCCO1 (stereo not given)	-4	-7	-0.8	0.5	4	12	1	-2	-5
CC(C)(C)c1nc[nH]c(=O)c1Br	-11	-4	0.1	0.5	-10	22	3	0	-11

The main list resumes; the two compounds before the break are reprinted first.
molecule	FAS-TE inh	bovine MsrA act	TbMetRS inhib	MsrA inhibitor	eLon inh	SKN-1 inh	CendR NRP1 mod	MT1-MMP act inh	PABP1 MLLE inh
CC1CCCCC1n1c(=S)[nH]c2ccccc2c1=O (stereo not given)	19	1	0.9	0.6	-4	7	16	2	-23
COn1c(-c2ccc(C)cc2)nc2ncccc21	-4	-5	-0.6	0.3	-21	-7	-31	-3	-12
O=C(NCc1ccccc1)c1cc(C2COCCN2C(=O)OCCF)on1 (stereo not given)	-2	-1	-0.1	0.0	-7	-6	1	2	2
COc1ccc(C2(O)C(=O)Nc3ccccc32)cc1 (stereo not given)	-4	-2	-0.8	-0.2	4	-18	1	0	2
CC(=O)c1ccc(NC(=O)CN2C(=O)NC3(CCc4ccccc43)C2=O)cc1 (stereo not given)	0	-3	-0.1	0.1	19*	-6	4	8	-9
Cc1ccc(OCC(=O)NC(=S)Nc2cccc(NC(=O)c3ccccc3Cl)c2)cc1	9	-3	0.3	-1.1	0	6	-10	-6	32
Cc1nc(SCC(=O)NC(C)c2ccccc2)c2oc3ccccc3c2n1 (stereo not given)	-8	0	0.2	0.3	0	-1	-7	4	13
COc1ccc(OCCOC(=O)CNS(=O)(=O)c2ccc(SC)c([N+](=O)[O-])c2)cc1	20	-3	-0.2	-0.1	11	1	-5	0	2
COC(=O)c1ccc(C2/C(=C(/O)c3ccc4c(c3)CC(C)O4)C(=O)C(=O)N2CCN2CCOCC2)cc1 (stereo not given)	-2	-3	0.1	1.4	-13	4	1	2	3
COC(=O)c1ccc(/C=C2\Oc3ccccc3NC2=O)cc1	-4	-2	-0.3	-1.6	-3	11	-16	2	2
COc1ccc(S(=O)(=O)n2ccc(C(C)Oc3ccc(-c4ccccc4)c(F)c3)n2)cc1 (stereo not given)	28	3	0.3	1.7	12	7	9	2	-3
CC(C)(C)NC(=O)NC(=O)CN1CCN(Cc2ccccc2)CC1	-5	-2	-0.7	-0.3	-2	-2	1	-4	-40
Cc1cc2c(nn1)CCC/C2=N\O	-2	-5	-1.0	1.4	-6	-1	10	0	3
COc1cccc(NC(=S)N(CCCN2CCCC2)Cc2cccn2Cc2ccc(Cl)cc2)c1	13	-4	0.0	x	-5	-3	-13	-4	-59
Cc1cc2c3c([nH]c2cc1S(=O)(=O)NCc1ccc(CN2CCCCCC2)o1)CCCC3=O	-3	-6	0.2	-0.2	-8	5	-2	4	-3
O=C1NC(Cc2ccc(O)cc2)c2nc3cc(Cl)ccc3c(=O)n2-c2cc(Cl)ccc21 (stereo not given)	13	0	-0.9	0.6	-9	5	3	-32	-6
CCOc1ccc(CCNC(=O)/C=C/c2ccco2)cc1OCC	-4	-7	0.0	0.7	-7	11	-5	1	-2
Cc1cccc(C2c3[nH]c4ccccc4c3CCN2Cc2cccn2-c2ncccn2)c1 (stereo not given)	13	-2	-0.9	0.5	2	3	-23	-12	2
Cc1ccc(NC(=O)Cn2cc([N+](=O)[O-])nc2C)cc1C	0	-3	-0.8	-1.1	-7	5	-1	6	0
CN(c1ccc(OCc2ccc([N+](=O)[O-])cc2)cc1)S(=O)(=O)c1ccccc1	20	2	-0.1	-0.6	-1	5	-4	1	3
CC(OC(=O)CCNS(=O)(=O)c1cccs1)C(=O)Nc1ccc(S(N)(=O)=O)cc1 (stereo not given)	-6	2	-0.1	-1.6	-3	-4	-1	-1	13
CC(=O)Nc1ccc(/C=C2\CCc3ccccc3C2=O)cc1	0	-1	-0.4	3.3	2	1	-8	-43	-4
COC(=O)C1=CN(Cc2ccc(OC)cc2)C=C(C(=O)OC)C1c1cc(OC)c(OC)c(OC)c1	5	-4	-0.4	x	0	-10	-3	-5	-7
Cc1ccn2c(Nc3ccccc3C)c(-c3ccncc3)nc2c1	-1	-5	-1.0	-0.3	7	2	-6	2	2
CCSC1=C(C#N)C(c2cccs2)C(C(=O)OC)=C(C)N1 (stereo not given)	12	-4	-0.5	0.8	-4	15	-8	-4	-19
